WRN inhibitor – inhibitors of human WRN helicase. Q14191. WRN helicase unwinding, fluorescent forked duplex, kinetic. Potency, µM (series often up to 114 µM), without a hit: at the highest dose activity change, negative = inhibition, most hits filed as inhibitors. actives 0.46% (n = 360,000). AID 651768; also: potency is read from the fitted curve at half-maximal effect; % is scaled to controls: 0 for no effect and ±100 for the full control effect; nearly all actives have a fitted effect of over 55% in size
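Fluorescence dequenching readout, ex 525 nm/em 598 nm, kinetic mode: forked duplex DNA (100 nM final) with adjacent fluorophore and quencher unwound by WRN (20 nM final) with 2 mM ATP. Compound preincubation 15 min, room temperature.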
PLK1 PBD block – PLK1 (human) polo-box domain binding inhibition. P53350. Plk1 PBD binding of FITC phosphopeptide, fluorescence polarization. Potency, µM, without a hit: max response, negative = inhibition, actives largely listed as inhibitors. actives 2.8% (n = 360,000). AID 720504; also: potency is read from the fitted curve at half-maximal effect; series mostly up to about 57 µM; % is scaled to controls: 0 for no effect and ±100 for the full control effect; nearly all actives have a fitted effect of over 65% in size
PI5P4Ka inh – blocks human PI5P4K alpha kinase activity. actives 1.2% (n = 330,000). PI5P4Kalpha enzyme, ADP-Glo luminescence, 60 min; active compounds read low. P48426. max response, %; active = max response of -50% or lower; inconclusive = between -30% and -50%; inactive = -30% or higher; also: value at the top dose of about 77 µM; % is scaled to controls: 0 for no effect and ±100 for the full control effect
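Luminescence from ADP-Glo served as readout of PI5P4Kalpha activity in a qHTS format. Reaction: enzyme, substrate, compound, ATP at 5 microM final, 60 min at RT.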
IL2 activator – IL-2 activation; actives 0.065% (n = 360,000); IL-2 activation reporter assay, cell-based qHTS; stimulated with anti-CD3/CD4/CD28 beads; in transgenic mouse T cells; activation, % (series mostly up to about 46 µM); in the data active = activation above about 50%; inconclusive = mostly about 30% to 49%; also: 0% is about no effect
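Screening format: compound pinned onto unstimulated transgenic mouse T cells, 60 min incubation, then anti-CD3/anti-CD4/anti-CD28 bead stimulation for 18 hours at 37 degrees C, followed by EGFP and DsRed detection.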
EPAC1 ag – EPAC1 (human) agonism; O95398; EPAC1 agonist qHTS, biochemical assay; response scale: 100% = response to 6.5 mM cAMP; Potency, µM (series often up to 154 µM), without a hit: top-dose activation, most hits filed as activators; actives 0.073% (n = 360,000); AID 720707; also: potency is read from the fitted curve at half-maximal effect; nearly all actives have a fitted effect of over 60% in size
Target sequence (O95398 whole entry, looked up): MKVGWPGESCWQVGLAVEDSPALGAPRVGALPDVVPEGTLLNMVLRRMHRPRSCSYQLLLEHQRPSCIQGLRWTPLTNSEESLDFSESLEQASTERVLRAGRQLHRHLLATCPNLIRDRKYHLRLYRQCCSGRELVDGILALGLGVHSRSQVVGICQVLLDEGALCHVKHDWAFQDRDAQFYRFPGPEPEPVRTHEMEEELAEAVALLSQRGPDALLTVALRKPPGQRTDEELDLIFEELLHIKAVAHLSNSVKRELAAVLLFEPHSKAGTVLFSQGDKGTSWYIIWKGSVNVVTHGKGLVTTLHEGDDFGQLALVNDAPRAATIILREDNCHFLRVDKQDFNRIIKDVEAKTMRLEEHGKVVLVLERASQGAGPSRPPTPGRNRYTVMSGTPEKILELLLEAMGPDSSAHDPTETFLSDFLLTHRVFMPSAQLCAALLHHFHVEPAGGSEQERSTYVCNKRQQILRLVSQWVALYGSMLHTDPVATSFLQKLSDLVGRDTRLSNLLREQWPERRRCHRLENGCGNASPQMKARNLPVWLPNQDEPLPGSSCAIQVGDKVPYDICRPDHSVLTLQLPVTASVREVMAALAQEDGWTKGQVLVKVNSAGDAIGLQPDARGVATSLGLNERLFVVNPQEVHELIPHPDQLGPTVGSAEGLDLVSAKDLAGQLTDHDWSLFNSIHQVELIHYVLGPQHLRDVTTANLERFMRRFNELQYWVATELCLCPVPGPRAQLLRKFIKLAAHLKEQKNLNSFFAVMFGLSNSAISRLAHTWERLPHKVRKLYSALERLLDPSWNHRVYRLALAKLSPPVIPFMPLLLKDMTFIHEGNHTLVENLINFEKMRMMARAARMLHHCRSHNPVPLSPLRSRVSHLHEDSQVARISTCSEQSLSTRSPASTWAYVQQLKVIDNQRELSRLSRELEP
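Compounds were pinned as a concentration titration into mixtures of EPAC1 (100 nM), BODIPY-GDP-loaded Rap1B (250 nM) and GDP (50 uM). After 5 min at room temperature, fluorescence was followed for 30 min; activity was scaled to 6.5 mM cAMP.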
EPAC1 antagonist – blocks human EPAC1 exchange factor | O95398 | EPAC1 GEF assay, Rap1b-BODIPY-GDP exchange fluorescence | Potency, µM (series often up to 115 µM), without a hit: top-dose activity change, negative = inhibition, hits mostly inhibitors | actives 0.14% (n = 360,000);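 also: potency is read from the fitted curve at half-maximal effect; plate controls were vehicle for no effect and positive control for full effect; nearly all actives have a fitted effect of over 50% in size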
aSyn yeast inh – inhibitors of alpha-synuclein toxicity in yeast | Potency, µM (highest dose often 46.1 µM), without a hit: at the top dose growth rescue (activation), actives largely listed as activators | actives 0.14% (n = 370,000) | Yeast expressing alpha-synuclein, growth rescue, BacTiter-Glo, 24 h; also: potency is read from the fitted curve at half-maximal effect; % of control where 0% means no effect; nearly all actives have a fitted effect of over 65% in size
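Galactose-induced alpha-syn yeast (OD600=0.02, raffinose-pregrown) + pinned cpd, 24 hr, 30 deg C; growth by BacTiter-Glo luminescence. Growth restoration scores as activation.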
Abeta yeast res – compounds reversing amyloid beta toxicity in yeast; yeast expressing A-beta42, growth rescue, OD600, 48 h; response scale: 0% DMSO, 100% iron-clioquinol control; Potency, µM (highest dose often 46.1 µM), inactives show at the highest dose growth rescue, most hits filed as activators; actives 0.063% (n = 410,000); AID 1347071; also: potency is read from the fitted curve at half-maximal effect; nearly all actives have a fitted effect of over 55% in size
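Yeast growth medium received pinned compounds, then yeast cells expressing toxic A-beta were added; plates incubated at 30 C for 48 hr. Growth read as absorbance at 600 nm, normalized to DMSO and equimolar FeCl3 plus clioquinol controls.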
FUS yeast rescue – rescues growth of FUS-expressing yeast; S. cerevisiae FUS-expressing, growth rescue, OD600, 24 h; Potency, µM (top dose mostly 76.6 µM), for inactives: top-dose growth rescue (activation), actives largely listed as activators; actives 0.24% (n = 390,000); AID 1347120;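 also: potency is read from the fitted curve at half-maximal effect; plate controls were DMSO vehicle for no effect and reference control for full effect; nearly all actives have a fitted effect of over 55% in size; some results filed as inactive show a strong effect at the top dose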
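FUS-expressing yeast, raffinose-pregrown, induced in 2% galactose minimal medium at OD 0.005; compounds in a dilution series, 24hr at 30C. Growth restoration read as absorbance at 600 nm. CP55940 positive control, DMSO negative.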
The depositor's hits bear a star; u = inconclusive; x = not tested or not shown; [ ] = another dose, or the depositor's remark. Unless noted, calls follow the shape of the dose curve; as a rule, active = well fitted curve in the direction sought with a large enough effect; inconclusive = small, poorly fitted or top-dose-only effect, or another doubt; inactive = no such curve, though single readings can be large; an effect the other way counts as inactive or inconclusive.

SMILES	WRN inhibitor	PLK1 PBD block	PI5P4Ka inh	IL2 activator	EPAC1 ag	EPAC1 antagonist	aSyn yeast inh	Abeta yeast res	FUS yeast rescue
COc1ccccc1CNc1cc(CSc2ccc(Cl)cc2)nc(C)n1	-21%[57.1 µM]	-8%	13	-0.2	11%	-6%	2%	36%	6%
COc1ccc(S(=O)(=O)N2CCOCC2)cc1NC(=O)COC(=O)C1COc2ccccc2O1 (stereo not drawn)	-5%	-4%	5	0.0	3%	10%	3%	5%	x
COc1cc(NC(=O)c2cc(C)no2)cc(OC)c1OC	15%	-14%	-2	0.2	6%	6%	-3%	-6%	-4%
O=C(Nc1ccccc1)c1nc2ccccc2s1	-5%	1%	1	-1.2	3%	-7%	-3%	-25%	-8%
O=c1oc2ccccc2c(Nc2ccccc2)c1[N+](=O)[O-]	-13%	-4%	3	0.1	0%	0%	2%	-25%	-5%
CC(=O)CSc1nc(CCc2ccccc2)c(C#N)c(=O)[nH]1	-4%[57.1 µM]	5%	u	0.5	-3%	-15%	8%	-6%	-2%
CC(C)c1nc(NCCO)c2nnn(Cc3ccccc3)c2n1	-2%	-6%	0	2.7	-9%	-2%	1%	23%	23%
COC1=CC(=Cc2c(N)n3nc(CC(=O)N4CCOCC4)sc3nc2=O)C=C(OC)C1=O	u	124%[activator]	-64*	-4.9	1%	8%	-4%	5%	17%
COc1ccc(Cc2nnc(SC)[nH]c2=O)cc1OC	5%	1%	-1	-1.3	0%	2%	1%	5%	-3%
COC(=O)c1cc(NC(=O)CSc2nnc(CN3CCOCC3)n2C)ccc1Cl	-1%	-10%	0	-1.3	0%	-15%	6%	7%	0%
CCOc1ccc2oc(C(=O)N(CC)CC(=O)Nc3ccc(NC(C)=O)cc3)c(C)c2c1	-2%	3%	-25	0.0	0%	-12%	1%	5%	x
S=C(Nc1ccccc1Cl)NC1CCCCCC1	-1%	-14%	1	0.9	-3%	-29%	1%	20%	-5%
COc1cccc(OCCNc2ccc([N+](=O)[O-])cn2)c1	-3%	-12%	4	0.5	1%	1%	0%	4%	-7%
Cc1cccc(NC(=O)CSc2nccn2C)c1	3%	1%	-3	0.2	-5%	12%	-12%	5%	-13%
CCc1ccc(NC(=O)N(CCCOC(C)C)C2CCN(C(C)=O)CC2)cc1	-4%	-9%	x	-1.7	2%	6%	5%	6%	29%
CCOc1cccc(-c2c(C(=O)N/N=C/c3ccco3)nnn2-c2nonc2N)c1	-1%	-6%	-3	0.3	2%	-26%	-2%	7%	12%
COc1ccc(C(=O)OCC(=O)N2CCCCCC2)cc1S(=O)(=O)N1CCOCC1	-9%	-3%	2	0.7	12%	0%	-7%	-9%	6%
COC(=O)CN1C(c2ccc(Cl)cc2)=Nc2ccc(Cl)cc2C1c1ccccc1 (stereo not drawn)	-10%	4%	2	1.7	10%	8%	-25%	-9%	1%
CCN(C(=O)COC(=O)c1ccccc1SCC(=O)N1CCCC1)C1CCS(=O)(=O)C1 (stereo not drawn)	-5%	-14%	5	2.1	-4%	-5%	-1%	-12%	19%
O=C(O)c1ccc(NCCc2ccc(Cl)cc2)c([N+](=O)[O-])c1	-5%	-9%	-56*	-1.7	-8%	-14%	15%	1%	17%
CC1CCN(C(=O)CSc2nnc(CSc3ncccn3)n2C)CC1	2%	-2%	x	3.2	2%	-4%	-9%	7%	-3%
O=C1CC(C(=O)O)NC(=S)N1 (stereo not drawn)	10%	-8%	-7	-0.1	0%	-12%	-9%	-5%	4%
COc1ccc(NC(=O)c2cc3cccc(OC)c3oc2=Nc2ccc(C(=O)O)cc2)cc1OC	-5%	-13%	0	-1.6	11%	u	2%	3%	-1%
COc1ccc2nc(N3CCCC(O)C3)c(C#N)cc2c1 (stereo not drawn)	0%	-16%	-5	0.1	-5%	-10%	6%	6%	11%
CC(C)N(C)C1CCN(C(=O)Nc2ccc(Cl)c(Cl)c2)CC1	-3%	-1%	x	-3.1	-3%	23%	6%	6%	2%
(cont.)
SMILES	WRN inhibitor	PLK1 PBD block	PI5P4Ka inh	IL2 activator	EPAC1 ag	EPAC1 antagonist	aSyn yeast inh	Abeta yeast res	FUS yeast rescue
O=S1(=O)CC2SC(=S)N(c3ccccc3)C2C1 (stereo not drawn)	-10%	-9%	-1	0.8	2%	-19%	-5%	-4%	-4%
O=C(Nc1ccc(NS(=O)(=O)c2ccc([N+](=O)[O-])cc2)cc1)c1ccco1	-30%	-8%	-10	-4.9	-4%	1%	-2%	10%	6%
O=C(CCC(=O)N1CCOCC1)Nc1ccc(Cl)c(Cl)c1	-18%	-3%	1	-1.9	1%	3%	-3%	0%	x
CC(C)OCCCNC(=O)c1cccs1	14%	-5%	x	1.0	3%	11%	4%	-8%	10%
O=C(CC1c2cc(F)ccc2C=C(c2ccsc2)N1c1ccc(C#CCCO)cc1)c1ccco1 (stereo not drawn)	-3%	0%	-3	0.6	9%	-10%	21%	26%	u
COc1ccc(-n2nc3c(c2NC(=O)c2cc4ccccc4o2)CS(=O)(=O)C3)cc1	-15%	-8%	-10	-0.3	3%	-8%	0%	3%	20%
CCN(CC)c1ccc(NC(=O)/C=C/c2cc(Br)ccc2OC)cc1	1%	-5%	-3	-1.5	7%	-16%	10%	4%	x
Cc1cccc2c1N1C(=O)c3c(C(=O)O)cccc3C1CC2C (stereo not drawn)	-2%	-17%	-5	0.5	5%	4%	-13%	-7%	4%
CC(=O)Oc1ccc(C(=O)Nc2cccc3c2CCCC3)cc1	-15%	-6%	-1	-1.2	0%	u	2%	24%	13%
Cc1cc2cc(CNC(=O)Nc3ccc(Cl)c(Cl)c3)ccc2n1C	-7%	-11%	2	-0.5	2%	6%	-1%	-8%	25%
O=C1NC2(CCSC2)C(=O)N1CC(=O)N(Cc1ccccc1)C1CCS(=O)(=O)C1 (stereo not drawn)	0%	4%	-8	-3.1	0%	18%	-6%	6%	-5%
COc1cccc2c1C(=O)CC2NC(=O)C(F)(F)F (stereo not drawn)	-3%	-2%	x	0.2	6%	4%	0%	-3%	31%
Clc1cccc(Cl)c1CO/N=C/c1cccs1	2%	-12%	-4	3.6	-1%	-11%	0%	-7%	20%
CC1=C(C)C(OCCCl)N(c2cc(O)c(Cl)cc2F)C1=O (stereo not drawn)	0%	-21%	8	0.5	17%	-25%	2%	-9%	-5%
CS(=O)(=O)N(CC(=O)O)c1cc(Cl)cc(Cl)c1	2%	-3%	0	-4.2	-11%	2%	-1%	-10%	8%
COc1ccccc1-n1c(CCn2nc(C)c(Br)c2C)n[nH]c1=S	-17%	-6%	-14	0.5	-2%	-11%	0%	9%	8%
CCOC(=O)c1cnn(-c2nc(OCC)cc(OCC)n2)c1C	-5%	-3%	2	-4.1	-5%	-6%	1%	-7%	44%
CCCN(CC(=O)Nc1ccccc1C)C(=O)/C=C/c1ccc(S(=O)(=O)N2CCCCCC2)cc1	3%	8%	2	-5.3	17%	1%	6%	5%	u
O=c1[nH]cc(S(=O)(=O)NCc2ccccc2)c(=O)[nH]1	6%[57.1 µM]	2%	-6	-4.2	2%	14%	0%	0%	-17%
Cc1ccc2c(c1)CCCN2C(=O)Nc1ccc2c(c1)OCO2	5%	27µM*	-2	0.0	5%	-5%	-1%	-8%	u
Cc1nn(-c2ccccc2)c(C)c1-c1nnc(C(F)(F)F)o1	-1%	-8%	3	0.4	-15%	-1%	-1%	-13%	-13%
CCOC(=O)Cc1csc(NC(=O)/C=C/c2cccc(Br)c2)n1	-1%	-2%	-4	-2.7	-8%	-1%	-13%	3%	-5%
C=CCn1c(NC)cc(=O)n(C)c1=O	6%	-4%	x	1.5	2%	6%	-8%	22%	26%
CCC(C)c1ccc(OCc2ccc(C(=O)OC)o2)cc1 (stereo not drawn)	-3%	-4%	-3	-0.8	-7%	-2%	-10%	-7%	13%
COc1ccc(C(=O)Nc2c(O)ccc3ccccc23)cc1OC	-2%	u	-9	-5.7	-6%	7%	1%	-1%	16%
Later entries
SMILES	WRN inhibitor	PLK1 PBD block	PI5P4Ka inh	IL2 activator	EPAC1 ag	EPAC1 antagonist	aSyn yeast inh	Abeta yeast res	FUS yeast rescue
Cc1nnc(SCC(=O)NCc2ccccc2)s1	-30%[57.1 µM]	-3%	3	-1.6	-7%	15%	7%	4%	-39%
COc1ccc(C(=O)NNC(=O)c2ccncc2)cc1	-25%	-9%	11	-5.0	6%	-10%	-10%	2%	x
CC1CCN(C(=S)c2ccc([N+](=O)[O-])cc2)CC1	-4%	24µM*	-18	-2.9	-7%	9%	1%	-7%	x
Cc1ccnc(SCc2cc(=O)c(OC(=O)c3ccco3)co2)n1	-16%	-7%	1	-0.9	2%	-14%	u	u	x
CN1C(=O)/C(=C/c2ccc(C(F)(F)F)cc2)Sc2ccc(C(=O)N3CCN(c4ccccn4)CC3)cc21	0%	-5%	-10	-3.4	-21%	5%	-3%	-8%	23%
CCOc1cc(C(=O)OCc2ccc(C(=O)OC)o2)cc(Br)c1OC	-16%	1%	2	3.7	8%	-2%	1%	11%	22%
CN(CC(=O)Nc1ccccc1Br)C(=O)CN1CCN(Cc2cccc(Cl)c2)CC1	-15%	-3%	5	-0.9	6%	-4%	3%	0%	x
COc1cc(/C=N/NC(=O)c2cc(C)oc2C)ccc1OCc1ccccc1	13%	-5%	-9	-0.6	1%	15%	-1%	17%	12%
CSc1nnc(C)c(=O)n1COC(=O)COc1ccccc1F	-12%	-3%	5	0.0	-1%	-3%	-1%	-11%	u

3 entries from above, with two lines to a compound:
Results follow in this order: WRN inhibitor | PLK1 PBD block | PI5P4Ka inh | IL2 activator | EPAC1 ag | EPAC1 antagonist | aSyn yeast inh | Abeta yeast res | FUS yeast rescue
> CN(CC(=O)Nc1ccccc1Br)C(=O)CN1CCN(Cc2cccc(Cl)c2)CC1
  -15% | -3% | 5 | -0.9 | 6% | -4% | 3% | 0% | x
> COc1cc(/C=N/NC(=O)c2cc(C)oc2C)ccc1OCc1ccccc1
  13% | -5% | -9 | -0.6 | 1% | 15% | -1% | 17% | 12%
> CSc1nnc(C)c(=O)n1COC(=O)COc1ccccc1F
  -12% | -3% | 5 | 0.0 | -1% | -3% | -1% | -11% | u

Compound activity (PubChem)
